Source: PubChem BioAssay (several laboratories)
CCHFV vOTU inh: blocks the CCHF virus ovarian tumor domain protease. CCHFV vOTU protease, Pep-AMC fluorescence. inhibition, % at 11.5 µM. hit rate 0.55% among 370,000. AID 651958; in the data active = inhibition above about 30%; note: 0% = vehicle wells with enzyme and 100% = no enzyme wells
PriA SSB inh: blocks PriA binding to SSB C-terminal tail | AlphaScreen SSBct-PriA binding, biotinylated peptide | inhibition, % at 33 µM | hit rate 0.6% among 430,000; in the data active = inhibition mostly above about 37%, no sharp cut-off; inactive = mostly below about 20%;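 note: plate controls were negative control peptide for no effect and reference peptide for full effect; strong numbers were not always called active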
Anthrax LF inh2: blocks Bacillus anthracis lethal factor protease; P15917; multiplex microsphere protease cleavage assay, LF; inhibition, % at 10 µM; hit rate 0.12% among 360,000; note: plate controls were buffer without enzyme for full effect and enzyme alone for no effect
DUSP3 inh: blocks human VHR1 dual specificity phosphatase. P51452. recombinant VHR phosphatase, pNPP absorbance. inhibition, % at 13.3 µM. hit rate 0.52% among 290,000. AID 1654; in the data active = inhibition above about 50%; note: some compounds called inactive have numbers as strong as hits
PfHsp40 yeast: compounds rescuing yeast from Plasmodium falciparum HSP40 toxicity; S. cerevisiae expressing PfHsp40, growth rescue, ATP luminescence; growth rescue, % at 12.5 µM; AID 504582; hit rate 0.68% among 340,000; in the data active = growth rescue above about 28%, passing the limit was not always enough; inconclusive = no clear call, values can overlap the other calls;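 note: yeast W303a lacking pdr1 and pdr3 grown in galactose medium; growth measured after three days at 30 °C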
TcdB inh: TcdB glycohydrolase inhibition | TcdB glycohydrolase enzymatic assay, plate reader | inhibition, % at 9.99 µM | hit rate 0.24% among 350,000 | AID 652162; in the data active = inhibition above about 10%
Target sequence (P18177 whole entry, looked up): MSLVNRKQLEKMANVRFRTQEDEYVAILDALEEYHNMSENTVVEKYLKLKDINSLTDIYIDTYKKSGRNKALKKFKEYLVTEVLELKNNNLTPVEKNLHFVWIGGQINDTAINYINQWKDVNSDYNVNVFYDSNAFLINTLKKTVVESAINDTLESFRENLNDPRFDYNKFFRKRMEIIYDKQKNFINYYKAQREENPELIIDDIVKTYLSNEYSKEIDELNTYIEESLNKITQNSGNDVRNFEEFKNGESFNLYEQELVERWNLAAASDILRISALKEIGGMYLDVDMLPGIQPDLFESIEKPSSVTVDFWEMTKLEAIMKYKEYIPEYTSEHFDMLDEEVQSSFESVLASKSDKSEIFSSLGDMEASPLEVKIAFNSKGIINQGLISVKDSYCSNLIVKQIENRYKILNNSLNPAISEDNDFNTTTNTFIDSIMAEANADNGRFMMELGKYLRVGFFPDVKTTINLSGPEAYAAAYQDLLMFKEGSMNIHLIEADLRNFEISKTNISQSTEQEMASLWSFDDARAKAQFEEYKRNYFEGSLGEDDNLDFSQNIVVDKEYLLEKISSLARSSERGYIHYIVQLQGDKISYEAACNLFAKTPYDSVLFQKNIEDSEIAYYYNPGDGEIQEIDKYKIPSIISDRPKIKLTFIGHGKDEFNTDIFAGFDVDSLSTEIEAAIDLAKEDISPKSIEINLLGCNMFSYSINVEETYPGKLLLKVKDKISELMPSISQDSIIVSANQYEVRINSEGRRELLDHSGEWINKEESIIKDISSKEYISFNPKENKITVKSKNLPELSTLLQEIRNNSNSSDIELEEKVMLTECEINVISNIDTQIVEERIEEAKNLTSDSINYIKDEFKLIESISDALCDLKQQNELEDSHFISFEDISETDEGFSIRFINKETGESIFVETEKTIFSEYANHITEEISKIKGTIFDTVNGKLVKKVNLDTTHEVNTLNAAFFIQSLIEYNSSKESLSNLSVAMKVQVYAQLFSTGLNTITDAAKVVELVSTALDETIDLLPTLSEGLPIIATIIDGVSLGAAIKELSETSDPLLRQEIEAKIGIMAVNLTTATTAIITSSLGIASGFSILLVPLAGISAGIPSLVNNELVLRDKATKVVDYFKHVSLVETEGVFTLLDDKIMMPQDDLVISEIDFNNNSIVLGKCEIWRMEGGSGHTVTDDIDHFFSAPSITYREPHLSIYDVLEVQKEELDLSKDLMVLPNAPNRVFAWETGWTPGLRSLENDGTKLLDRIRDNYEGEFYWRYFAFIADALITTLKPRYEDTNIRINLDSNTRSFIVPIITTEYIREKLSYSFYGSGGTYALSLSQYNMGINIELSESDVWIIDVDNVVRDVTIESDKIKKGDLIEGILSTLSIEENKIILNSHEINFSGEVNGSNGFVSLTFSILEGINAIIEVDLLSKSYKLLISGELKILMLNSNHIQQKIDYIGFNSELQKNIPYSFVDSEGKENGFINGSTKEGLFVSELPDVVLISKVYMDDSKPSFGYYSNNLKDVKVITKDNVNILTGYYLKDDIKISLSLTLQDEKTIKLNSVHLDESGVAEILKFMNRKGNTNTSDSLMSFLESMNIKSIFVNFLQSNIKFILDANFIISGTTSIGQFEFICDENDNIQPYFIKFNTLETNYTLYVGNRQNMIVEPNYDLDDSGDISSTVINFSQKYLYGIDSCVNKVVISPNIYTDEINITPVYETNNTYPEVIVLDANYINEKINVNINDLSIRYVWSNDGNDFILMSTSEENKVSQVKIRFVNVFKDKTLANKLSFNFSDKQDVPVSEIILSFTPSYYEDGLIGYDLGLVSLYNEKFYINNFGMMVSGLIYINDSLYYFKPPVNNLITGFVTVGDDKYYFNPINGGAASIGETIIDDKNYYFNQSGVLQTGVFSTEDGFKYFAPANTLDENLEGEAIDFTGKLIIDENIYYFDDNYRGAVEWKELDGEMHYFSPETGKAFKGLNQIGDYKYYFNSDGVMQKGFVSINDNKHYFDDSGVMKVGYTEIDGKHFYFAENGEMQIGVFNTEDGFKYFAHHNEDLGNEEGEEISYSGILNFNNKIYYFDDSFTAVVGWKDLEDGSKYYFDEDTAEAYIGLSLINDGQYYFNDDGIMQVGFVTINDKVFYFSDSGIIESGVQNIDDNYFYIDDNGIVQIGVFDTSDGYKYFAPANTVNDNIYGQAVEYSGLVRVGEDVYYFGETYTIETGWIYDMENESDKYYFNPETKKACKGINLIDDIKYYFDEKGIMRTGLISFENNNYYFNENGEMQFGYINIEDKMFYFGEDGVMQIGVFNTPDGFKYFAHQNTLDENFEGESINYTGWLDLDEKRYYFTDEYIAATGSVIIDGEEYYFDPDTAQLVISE
BoNT A protease: inhibitors of Botulinum neurotoxin A light chain protease. multiplex microsphere protease substrate cleavage, flow cytometry. hit rate 0.17% among 360,000. inhibition, % at 10 µM; note: plate controls were buffer without enzyme for full effect and enzyme alone for no effect
3CLpro inhibitor: SARS-CoV 3CLpro protease inhibition. P0C6X7. recombinant SARS-CoV 3CLpro, quenched FRET peptide cleavage. hit rate 0.14% among 290,000. inhibition, % at 6 µM; in the data active = inhibition above about 12%
Y pestis TopoI: blocks Yersinia pestis topoisomerase I activity. activity, % at 10 µM. Y. pestis Topo-I cleavage product accumulation, plate reader. hit rate 0.064% among 360,000; in the data active = activity above about 50%, passing the limit was not always enough; inconclusive = no clear call, values can overlap the other calls; note: inactives centre near 2
BH1578 lux ind: quorum light induction in luxS cqsA deficient V. cholerae | V. cholerae BH1578 lux reporter, luminescence, 6 h | activation, % at 18.7 µM | hit rate 0.16% among 350,000 | AID 588436; in the data active = activation mostly above about 9.7%, no sharp cut-off; inconclusive = no clear call, values can overlap the other calls; inactive = mostly below about 3.7%; note: not every result past the cut was called active; inactives centre near 0; reference of the scale not given here
Active calls of the source: *; i = inactive; ? = inconclusive; . = no result given; & = joins results of further samples. Cut-off read from the data, not from the text of the source, unless noted: active = inhibition above about 30%; inconclusive = no clear call, values can overlap the other calls; inactive = below that. This is a subset; count on the stated rates, not on these rows.

SMILES | CCHFV vOTU inh | PriA SSB inh | Anthrax LF inh2 | DUSP3 inh | PfHsp40 yeast | TcdB inh | BoNT A protease | 3CLpro inhibitor | Y pestis TopoI | BH1578 lux ind
CCCCN(C)CCNC(=O)c1nn(-c2ccc(OC)cc2)c(=O)c2c1c1ccccc1n2C | 6 | 12 | -2 | 28 | -1.9 | 0.9 | -0.3 | -2 | 19 | -0.3
O=S(=O)(c1ccccc1)N1CCN(C(=S)Nc2ccccc2Cl)CC1 | -3 | -17 | 1 | 6 | 0.3 | 1.0 | -3.5 | 0 | 3 | 0.2
CSc1nsc(SCC(=O)Nc2nc3ccc(C)cc3s2)n1 | 4 | 3 | 2 | 33 | 0.4 | 0.3 | -0.5 | 0 | 0 | -0.3
CSc1nnc(-c2cccs2)n1C | -3 | -5 | -1 | 8 | -0.4 | 0.7 | -0.6 | 0 | 12 | -0.4
N#CCCN(C(=O)COC(=O)CCc1c[nH]c2ccccc12)c1ccccc1 | 36* | 1 | -4 | . | 1.4 | -0.2 | -0.3 | . | 17 | 5.3
O=C1NC(=O)/C(=C/c2cccc3ccccc23)S1 | 0 | 1 | . | 38 | 11 | 1.1 | . | -1 | 0 | i
COc1ccc(CCN2C(=O)CSC2=S)cc1OC | -1 | -7 | 12 | 20 | -1.0 | 0.2 | 1.3 | 3 | 8 | -0.4
Cc1cccnc1Nc1ncnc(N)c1[N+](=O)[O-] | 12 | -14 | -2 | 26 | -0.1 | 1.3 | -0.1 | 3 | 3 | -0.9
CCOC(=O)c1cc2c(c(-c3cccc(-c4cc5ccccc5o4)c3)n1)[C@@H](CCO)N(S(=O)C(C)(C)C)C2 (stereo not given in full) | 5 | . | -1 | . | . | 1.5 | -0.3 | . | . | .
Cc1cccc(N2CCN(C(=O)c3ccc4c(c3)OCCO4)CC2)c1C | 12 | 0 | -2 | 23 | 2.2 | 1.1 | -0.6 | 1 | 12 | -0.2
O=C(NN=C1CCCCC1)c1ccccc1-n1cccc1 | -5 | 2 | 1 | 28 | -1.7 | 1.0 | 1.7 | -1 | -11 | i
CCCCCCOc1ccc(NC(=O)CC2C(=O)N(CC)C(=S)N2Cc2ccco2)cc1 (stereo not given) | 23 | 10 | -1 | -13 | 1.6 | . | 2.8 | 5 | -7 | -0.3
Cc1cnc(NC(=O)Nc2ccc(Cl)cc2)s1 | 18 | -4 | -7 | 33 | -0.1 | 1.3 | -0.7 | 4 | 2 | -0.2
COc1cc(/C=N/NC(=O)C(=O)/C=C2\NC(C)(C)Cc3ccccc32)ccc1O | 2 | . | -10 | -1 | 0.9 | 1.5 | -0.5 | 4 | -10 | i
CC1=C(C)C(C)=C(C#N)C(=C(C#N)C#N)N1 | -6 | -8 | -6 | 17 | -0.6 | 0.4 | -4.4 | -1 | -2 | -0.3
CCCCNC(=O)CSc1nc2ccccc2c(=O)n1C1CCCC1 | 3 | -17 | -3 | 8 | -0.5 | . | 1.6 | 5 | 6 | i
Cc1onc(C(=O)NCCc2ccccc2)c1[N+](=O)[O-] | 0 | 11 | -7 | 4 | 1.8 | 0.0 | -5.3 | -3 | 1 | -0.3
COc1ccc(C)cc1N(CC(=O)NCCSCc1ccco1)S(=O)(=O)c1ccc(C)cc1 | 13 | 7 | 2 | 21 | 0.3 | 1.5 | -5.5 | 6 | 29 | -0.9
CN(C)c1ccc(-c2nnc(-c3ccc(S(=O)(=O)C(F)F)cc3)o2)cc1 | -2 | -6 | -3 | 12 | -1.0 | . | 0.3 | 2 | 0 | -0.1
CCC(CO)Nc1ncnc2c1cnn2-c1ccc(Cl)cc1 (stereo not given) | 15 | -18 | 0 | -8 | -0.5 | 2.2 | 0.3 | 2 | 5 | -0.2
CCn1cnc2c1c(=O)[nH]c(=O)n2Cc1ccccc1 | . | -10 | -3 | -2 | -0.2 | . | 3.0 | 0 | 5 | i
O=C(OCC(=O)N1CCOCC1)c1ccccc1SCC(=O)N1CCCC1 | 3 | 3 | -3 | 11 | 0.0 | . | 0.3 | -8 | -3 | 3.6
O=C(C1=C[C@H](c2ccc(C(F)(F)F)cc2)C[C@H](OCc2ccc(CO)cc2)O1)N1CCOCC1 | 8 | 6 | -11 | 26 | 0.8 | -1.3&0.4 | 0.1 | 2 | 17 | i
CCOC(=O)c1sc(-c2ccccn2)nc1C | -17 | -17 | -6 | 17 | 1.6 | 0.1 | -1.1 | 0 | 4 | 2.7
O=C(O)C1(Nc2ccc([N+](=O)[O-])cc2[N+](=O)[O-])CCCC1 | 13 | -6 | -5 | . | -1.7 | 0.0 | -0.4 | . | 6 | i
Next results:
SMILES | CCHFV vOTU inh | PriA SSB inh | Anthrax LF inh2 | DUSP3 inh | PfHsp40 yeast | TcdB inh | BoNT A protease | 3CLpro inhibitor | Y pestis TopoI | BH1578 lux ind
COC(=O)c1cc(NS(=O)(=O)c2ccc(NC(C)=O)cc2)ccc1Cl | 5 | -4 | -11 | 5 | -0.1 | 2.1 | -1.0 | 2 | 1 | -0.3
CC(=O)c1c(N2CCCCC2)nc(=O)n(-c2ccccc2)c1C | 5 | -16 | 2 | -13 | -0.5 | . | 1.9 | 1 | -5 | 8.3
O=c1c(Cc2ccc(F)cc2)c(O)ccn1Cc1ccco1 | 19 | -6 | -4 | 28 | 0.5 | 1.5 | -0.4 | 1 | 5 | i
Cc1ccc(C(C)C)c(OCc2ccc(C(=O)N/N=C/c3ccc(O)cc3O)cc2)c1 | 10 | . | 0 | -5 | 1.1 | -0.5 | -0.8 | 6 | -17 | -3.4
CN1CCN(CCCNC(=O)c2ccc3c(Cl)c4c(nc3c2)CCCC4)CC1 | 0 | -1 | 0 | 47 | -1.9 | -0.5 | 1.3 | 1 | 2 | i
COc1ccc(CNc2ncnc3cc(OC)c(OC)cc23)cc1OC | 4 | -8 | -1 | 46 | -0.7 | 2.0 | 0.7 | -3 | -4 | .
CCOCCCNC(=O)c1ccccc1SCC | -3 | 6 | -8 | -18 | -0.3 | . | 1.0 | -5 | -1 | -0.2
O=C(Cn1cnc2ccccc2c1=O)N1CCN(c2ccccc2)CC1 | -15 | -18 | -2 | 9 | -1.4 | . | 0.5 | -4 | 3 | -0.3
C/C(=N/NC(=O)c1cc(O)c(O)c(O)c1)c1ccc([N+](=O)[O-])cc1 | 6 | . | -2 | -3 | 0.5 | -2.8 | -1.2 | 2 | -11 | -0.3
O=c1[nH]c(=O)n(C2CCCCC2)c(O)c1/C=C/C=Nc1ccccc1 | -5 | . | -1 | -4 | 1.1 | 0.0 | 0.8 | 1 | 2 | -0.5
COC(=O)c1ccc(NC(=O)Nc2ccc(F)cc2F)cc1 | 4 | -11 | 0 | 9 | -0.8 | -7.0 | -0.1 | 0 | -6 | i
CCCNC(=O)c1cc(C2CCCN(C(=O)C3CC3)C2)on1 (stereo not given) | 1 | . | 1 | . | . | 1.6 | 0.1 | . | 1 | i
COc1ccc2c(c1)-c1nc(NC(=O)c3ccco3)sc1CC2 | 3 | 10 | -3 | -17 | 1.9 | . | -0.3 | -4 | 3 | -0.7
Cn1c(CN(O)S(=O)(=O)c2ccc(Cl)cc2)nnc1C(F)(F)F | 3 | -5 | -2 | 19 | 0.7 | 0.2 | -0.4 | -2 | -2 | i
O=C(C(c1ccccc1)N1CCOCC1)N1CCOCC1 (stereo not given) | 5 | 2 | -1 | -17 | -0.1 | . | -0.3 | 0 | -6 | 1.4
COc1c(Br)cc(/C=N/n2c(-c3ccccc3)n[nH]c2=S)c(O)c1Br | -3 | . | . | -2 | 3.0 | 1.6 | . | 6 | 1 | -2.4
CSCCC(NC(=O)COc1cccc2ccccc12)C(=O)O (stereo not given) | -1 | -17 | 0 | 9 | -0.4 | -0.5 | -1.7 | 5 | 3 | i
CCOc1ccccc1OCC(=O)Nc1nnc(COC)s1 | 13 | -2 | ? | 13 | -0.2 | . | ? | 1 | 2 | -0.4
COc1ccccc1/C=C/C(=O)OCC(=O)c1c[nH]c2ccccc12 | -6 | -12 | 1 | . | 1.4 | 0.7 | -1.1 | . | -6 | i
COc1cccc(CNC(=O)CCCc2cn(C)c3ccccc23)c1 | -9 | 4 | -7 | 34 | 2.4 | -0.3 | -0.4 | 1 | 31 | i
CC(C)C(=O)N[C@H]1CCC2C3CC=C4C[C@@H](O)CC[C@]4(C)C3CC[C@@]21C (stereo not given in full) | 4 | -11 | 3 | . | -0.9 | -0.1 | 0.0 | . | 7 | -2.9
CCCCn1nnnc1C(c1ccccc1)N1CCN(c2ccc(C(F)(F)F)cc2[N+](=O)[O-])CC1 (stereo not given) | 21 | . | -1 | . | . | -0.1 | -0.4 | . | . | .
CC(C)(C)C(=O)Nc1ccccc1C(=O)Nc1cc(Cl)ccc1Cl | 9 | -3 | -1 | -19 | 0.2 | . | -1.0 | -2 | 17 | i
Cc1cc(=O)n2nc(N3CCC(C(=O)NCc4cccnc4)CC3)sc2n1 | 11 | -2 | 2 | 1 | -0.5 | . | -0.2 | -1 | -7 | i
Nc1nc2ccccc2n1C(=O)c1ccco1 | -2 | 7 | -1 | 1 | -0.9 | . | 0.1 | -2 | -3 | -0.2

Continued, overlapping the part above by 2 compounds.
SMILES | CCHFV vOTU inh | PriA SSB inh | Anthrax LF inh2 | DUSP3 inh | PfHsp40 yeast | TcdB inh | BoNT A protease | 3CLpro inhibitor | Y pestis TopoI | BH1578 lux ind
Cc1cc(=O)n2nc(N3CCC(C(=O)NCc4cccnc4)CC3)sc2n1 | 11 | -2 | 2 | 1 | -0.5 | . | -0.2 | -1 | -7 | i
Nc1nc2ccccc2n1C(=O)c1ccco1 | -2 | 7 | -1 | 1 | -0.9 | . | 0.1 | -2 | -3 | -0.2
COc1ccccc1N1CCN(C(=O)C2CCN(C(=O)c3ccc(C(C)(C)C)cc3)CC2)CC1 | 19 | 2 | -3 | 27 | 0.9 | 0.5 | -3.0 | 3 | 17 | .
NC(=O)NC(=O)COC(=O)c1cccc(S(=O)(=O)N2CCCCCC2)c1 | 3 | -1 | -1 | -1 | -1.2 | 0.5 | -0.4 | 0 | 1 | i
CCOC(=O)c1c(NC(=O)CCc2ccc(CC)o2)sc(C)c1C | -2 | -24 | -12 | 3 | 0.1 | 0.2 | ? | 5 | 57* | i
CN(CC(=O)NCC1CCCCC1)S(=O)(=O)c1ccc(F)cc1 | 2 | -27 | 2 | 35 | 0.5 | -0.5 | 4.1 | -3 | 6 | -0.2
Cc1nc2cc(-c3ccccc3)nn2c(N)c1-c1ccccc1 | 4 | -3 | -4 | . | -0.6 | 0.9 | -0.7 | . | 4 | 0.9
O=C1CSC(c2ccc(F)cc2)N1c1ccccc1F (stereo not given) | -15 | 1 | 1 | 44 | 0.0 | 0.5 | -2.6 | -6 | 0 | -6.7
CCN(CC)CCNC(=S)N1CCn2c(nc3ccccc32)C1 | -10 | -6 | -2 | 1 | -0.4 | 1.4 | -0.9 | 0 | -1 | -3.1
Cc1ccc(NC(=O)[C@@]2(CC(=O)O)CC(/C=C/c3ccccc3)=NO2)c(C)c1 | -6 | 2 | -9 | 2 | 0.9 | 2.2 | 0.9 | 3 | 3 | -8.3
CN1CCN(C(=O)C2CC(=O)N(c3ccc(Cl)cc3)C2)CC1 (stereo not given) | 11 | -18 | -1 | 25 | 0.2 | 1.3 | -1.7 | -2 | -12 | -0.8

Single entries from above:
PriA SSB inh with `O=C1CSC(c2ccc(F)cc2)N1c1ccccc1F` (stereo not given) → 1
3CLpro inhibitor with `COc1ccccc1N1CCN(C(=O)C2CCN(C(=O)c3ccc(C(C)(C)C)cc3)CC2)CC1` → 3
CCHFV vOTU inh with `NC(=O)NC(=O)COC(=O)c1cccc(S(=O)(=O)N2CCCCCC2)c1` → 3
Anthrax LF inh2 with `CN1CCN(C(=O)C2CC(=O)N(c3ccc(Cl)cc3)C2)CC1` (stereo not given) → -1
3CLpro inhibitor with `CCOC(=O)c1c(NC(=O)CCc2ccc(CC)o2)sc(C)c1C` → 5
